Screens: PubChem, National Center for Advancing Translational Sciences (NCATS)
LDHA inh – blocks human lactate dehydrogenase A | P00338 | purified LDHA, NADH/diaphorase-resazurin fluorescence; active compounds read low | activity change, % (values are at about 110 or 230 µM) | 0.15% of 480,000 active; in the data active = activity change below about -30%; inconclusive = mostly about -25% to -30%;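 note: plate controls were DMSO wells for no effect and wells without enzyme for full effect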
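Enzyme activity of human lactate dehydrogenase 5 (2 nM; 0.06 mM NADH, 0.2 mM pyruvate, 5 min, RT) is measured via a resazurin/diaphorase fluorescence readout of residual NADH.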
POLK inh – DNA polymerase kappa (human) inhibition; 0.53% of 400,000 active; Potency, µM (doses to about 107 µM), for the others: at the top dose activity, negative = inhibition, usual class: inhibitors; purified Pol kappa, fluorescent DNA synthesis assay, 10 min; Q9UBT6; note: potency is the fitted concentration of half-maximal effect; % is set by controls: 0 for no effect and ±100 for the full control effect
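Enzyme at 10 nM met test compounds for 15 min at room temperature. Substrate addition (50 nM final) began the reaction, which was monitored by fluorescence at 0 and 10 min.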
Apoferritin bind – binds horse apoferritin like a general anesthetic; P02791; apoferritin/1-aminoanthracene competitive binding, fluorescence; AID 485281; Potency, µM (titrated, usually from 77.5 µM), for the others: at the top dose activity change, negative = displacement, hits mostly inhibitors; 0.074% of 350,000 active; note: potency is the fitted concentration of half-maximal effect; % is set by controls: 0 for no effect and ±100 for the full control effect; nearly all actives have a fitted effect of over 20% in size
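Horse-spleen apoferritin (10 uM) was mixed with 50% saturated 1-aminoanthracene in PBS, exposed to compounds for 10 min at room temperature, and read for fluorescence (ex 380 nm, em 535 nm). Competitive displacement was fitted with a four-parameter Hill equation.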
Pol eta inh – blocks human DNA polymerase eta activity; recombinant Pol eta, fluorescent DNA replication assay; Potency, µM (highest dose often 114 µM), without a hit: top-dose activity change, negative = inhibition, hits mostly inhibitors; 1.2% of 390,000 active; note: potency is the fitted concentration of half-maximal effect; % is set by controls: 0 for no effect and ±100 for the full control effect
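Pol eta at 10 nM preincubated with compounds 15 min at room temperature; reaction started with fluorescent substrate (50 nM final) and read kinetically at 0 and 10 min.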
APEX1 inh – APE1 (human) endonuclease inhibition; AID 2517; 0.35% of 350,000 active; Potency, µM (titrated, usually from 65.8 µM), without a hit: at the top dose activity change, negative = inhibition, usual class: inhibitors; P27695; recombinant APE1, TAMRA/BHQ-2 abasic DNA cleavage fluorescence;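 note: potency is the fitted concentration of half-maximal effect; plate controls were vehicle for no effect and reference inhibitor for full effect; nearly all actives have a fitted effect of over 55% in size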
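Enzyme (0.75 nM final) and test compound are incubated 15 min at room temperature before adding 50 nM quenched THF abasic-site duplex. Cleavage dequenches TAMRA, followed at 525/598 nm over three reads one minute apart.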
Pol iota inh – DNA polymerase iota (human) inhibition | Q9UNA4 | Pol iota fluorescent replication assay, 10 min | Potency, µM (top dose mostly 115 µM), inactives show top-dose activity, negative = inhibition, most hits filed as inhibitors | 1% of 390,000 active | AID 588590; note: potency is the fitted concentration of half-maximal effect
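Pol iota at 10 nM preincubated 15 min with compounds at room temperature; reaction started with fluorescent substrate, 50 nM final. Fluorescence read kinetically at 0 and 10 min; buffer-only wells as negative control.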
BLM helicase inh – blocks DNA unwinding by human BLM helicase | P54132 | recombinant BLM DNA unwinding, fluorescence dequenching | Potency, µM (doses to about 56.1 µM), for the others: at the highest dose activity change, negative = inhibition, hits mostly inhibitors | 0.2% of 350,000 active;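 note: potency is the fitted concentration of half-maximal effect; plate controls were vehicle for no effect and no enzyme for full effect; nearly all actives have a fitted effect of over 35% in size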
Target sequence (P54132 whole entry, looked up): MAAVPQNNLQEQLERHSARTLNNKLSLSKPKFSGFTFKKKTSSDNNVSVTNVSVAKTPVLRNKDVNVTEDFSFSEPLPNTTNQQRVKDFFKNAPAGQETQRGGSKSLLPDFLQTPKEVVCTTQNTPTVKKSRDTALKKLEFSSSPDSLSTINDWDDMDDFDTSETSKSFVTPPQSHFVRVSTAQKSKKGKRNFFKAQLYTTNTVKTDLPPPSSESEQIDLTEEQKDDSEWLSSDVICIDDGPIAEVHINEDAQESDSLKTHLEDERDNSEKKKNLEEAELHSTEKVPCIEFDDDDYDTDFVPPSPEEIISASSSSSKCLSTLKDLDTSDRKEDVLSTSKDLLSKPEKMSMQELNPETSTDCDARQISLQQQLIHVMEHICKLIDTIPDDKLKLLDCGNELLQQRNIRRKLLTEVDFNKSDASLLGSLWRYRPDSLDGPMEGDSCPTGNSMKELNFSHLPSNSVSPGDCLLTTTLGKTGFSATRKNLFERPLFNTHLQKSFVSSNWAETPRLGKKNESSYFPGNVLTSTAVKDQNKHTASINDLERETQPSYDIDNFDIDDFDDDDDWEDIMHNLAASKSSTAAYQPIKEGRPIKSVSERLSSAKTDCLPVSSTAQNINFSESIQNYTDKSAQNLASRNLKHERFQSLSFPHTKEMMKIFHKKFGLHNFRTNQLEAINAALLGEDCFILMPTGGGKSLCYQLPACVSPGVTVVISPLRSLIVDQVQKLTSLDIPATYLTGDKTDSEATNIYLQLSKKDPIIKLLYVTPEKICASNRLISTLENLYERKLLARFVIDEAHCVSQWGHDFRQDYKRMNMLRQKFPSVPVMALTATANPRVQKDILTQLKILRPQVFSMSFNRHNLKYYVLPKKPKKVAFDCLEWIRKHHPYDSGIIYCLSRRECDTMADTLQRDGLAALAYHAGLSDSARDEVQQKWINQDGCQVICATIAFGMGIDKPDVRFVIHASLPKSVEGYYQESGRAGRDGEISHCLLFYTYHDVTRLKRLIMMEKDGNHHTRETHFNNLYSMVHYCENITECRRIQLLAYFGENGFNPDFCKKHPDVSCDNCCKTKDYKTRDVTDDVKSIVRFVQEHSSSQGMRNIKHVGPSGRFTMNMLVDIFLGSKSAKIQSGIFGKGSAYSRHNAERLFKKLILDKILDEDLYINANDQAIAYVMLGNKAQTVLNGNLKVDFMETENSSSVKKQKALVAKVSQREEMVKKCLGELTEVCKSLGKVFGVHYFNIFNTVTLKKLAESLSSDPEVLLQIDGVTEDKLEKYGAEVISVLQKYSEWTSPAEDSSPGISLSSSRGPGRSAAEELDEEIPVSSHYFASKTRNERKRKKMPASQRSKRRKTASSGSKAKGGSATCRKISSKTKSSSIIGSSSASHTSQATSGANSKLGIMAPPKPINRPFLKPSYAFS
Pol beta inh – DNA polymerase beta (human) inhibition; P06746; Pol beta primer extension/strand displacement, fluorescence kinetic; Potency, µM (series often up to 114 µM), for inactives: at the highest dose activity change, negative = inhibition, hits mostly inhibitors; 1.3% of 340,000 active; AID 485314; note: potency is the fitted concentration of half-maximal effect; % is set by controls: 0 for no effect and ±100 for the full control effect
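Pol beta (10 nM) was preincubated with compound for 15 min at room temperature. The reaction was then started with 50 nM substrate and read immediately and after a further 10 min at room temperature.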
Glioma ERSR ind – inducers of ER stress response in human glioma cells; U87-MG GRP78 promoter luciferase reporter, 16 h; Potency, µM, inactives show top-dose activation, actives largely listed as activators; 0.02% of 420,000 active; AID 602332; note: potency is the fitted concentration of half-maximal effect; series mostly up to about 76 µM; % of control where 0% means no effect; nearly all actives have a fitted effect of over 35% in size
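Stably transfected U87-MG glioma cells carrying a GRP78-based luciferase sensor; 16 h compound incubation. Luminescence end-point read 10 min after Bright-Glo addition at room temperature.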
* marks the source's active call; other numbers are inactive results; ? = inconclusive; · = no result given; [ ] = another dose, or the depositor's remark. Unless noted, calls come from the whole dose curve; as a rule, active = well fitted curve in the direction sought with a large enough effect; inconclusive = small, poorly fitted or top-dose-only effect, or another doubt; inactive = no such curve, though single readings can be large; an effect the other way counts as inactive or inconclusive.

Compound	LDHA inh	POLK inh	Apoferritin bind	Pol eta inh	APEX1 inh	Pol iota inh	BLM helicase inh	Pol beta inh	Glioma ERSR ind
O=C(/C=C/c1ccc(I)cc1)c1ccc(B(O)O)cc1	·	6%[60.1 µM]	4%	·	-6%	·	-16%	·	-10%
CCc1c(O)nc(SCC(=O)Nc2ccccc2OC)n(-c2ccccc2C)c1=O	-1	9%	-7%	-4%	45%	-13%	-4%	-1%	-5%
O=C(NC1CCCN(C2Cc3ccccc3C2)C1)c1ccc(F)cc1Cl (centres undefined)	-11	-5%	-14%	-3%	1%	3%	-2%	18%	0%
COc1ccc(-c2nc3scc(CCNS(=O)(=O)c4ccc(Oc5ccccc5)cc4)n3n2)cc1	-4	-10%[60.1 µM]	-1%	-22%	·	5%	-3%	2%	-4%
COC(=O)c1cccc(NC(=O)/C(=C\c2ccccc2)NC(=O)c2ccccc2Cl)c1	-6	-4%	-24%	-11%	-4%	-6%	3%	31%	-1%
COC(=O)c1cccc(NC2=NS(=O)(=O)c3ccccc32)c1	1	-3%[60.1 µM]	-9%	-19%	·	5%	-5%	-1%	-2%
CC1CCN(C(=O)CSc2ccc(-c3ccccc3)nn2)CC1	-5	2%	-18%	-13%	-4%	201%[activator]	-8%	-5%	-2%
CC1(C)Oc2ccc(C(=O)NN)cc2NC1=O	6	1%	-24%	-16%	1%	27%	-2%	1%	-2%
COc1ccc(NC(=O)c2ccc(-c3ccc(C)c4ccccc34)o2)cc1	0	-1%	27%	-1%	2%	4%	-12%	0%	0%
CC(C)c1ccc(C2(C)NC(=O)N(CC(=O)NCC3COc4ccccc4O3)C2=O)cc1 (centres undefined)	-4	-9%	·	-27%	-9%	14%	·	·	-2%
C[C@H](CO)N1C[C@H](C)[C@@H](CN(C)C(=O)Nc2ccc(C(F)(F)F)cc2)Oc2ccc(NS(=O)(=O)c3cn(C)cn3)cc2C1=O	-8	-3%	·	-9%	5%	-20%	·	·	-1%
FC(F)(F)c1cc(NC2CCCCC2)ccn1	-15	-10%	?	-10%	10%	?	-5%	21%	-2%
CN(C)c1cc[n+](/C(C(=S)Nc2ccc(SC(F)F)cc2)=C(/[O-])c2ccccc2)cc1	0	1%	?	-6%	-6%	20%	-1%	?	0%
CC(=O)Nc1ccc(S(=O)(=O)Oc2ccc(C=O)cc2)cc1	-4	-19%	-6%	-5%	20%	22%	5%	18%	-2%
COC(=O)c1cccc(NC(=O)CSc2nnc(-c3ccco3)o2)c1	-3	7%	1%	-18%	-3%[12.4 µM]	24%	1%	63%	-3%
COc1cccc(CN2CCNC(=O)C2CC(=O)NC2Cc3ccccc3C2)c1 (centres undefined)	-1	3%[60.1 µM]	?	-14%	0%	36%[activator]	0%	2%	-1%
COc1cc(C(=O)NCc2cn3ccsc3n2)cc(OC)c1OC	0	0%	·	-10%	·	-18%	·	·	0%
CCCc1ccc2oc(C(=O)N3CCC(N4CCCC(O)C4)CC3)c(C)c2c1 (centres undefined)	0	13%	-9%	-13%	52%[activator]	6%	-1%	12%	-2%
CCC(C)NC(=O)C1CCN(S(=O)(=O)N2CCC3(CC2)OCCO3)CC1 (centres undefined)	0	-6%	0%	-17%	-3%	16%	-6%	-25%	-2%
COC(=O)CSc1nnc2n1C(C)(C)Cc1ccccc1-2	-2	-12%	-11%	-9%	-1%	2%	4%	-3%	-4%

Entries of single compounds as entered above:
Profile of CN(C)c1cc[n+](/C(C(=S)Nc2ccc(SC(F)F)cc2)=C(/[O-])c2ccccc2)cc1 = LDHA inh = 0; POLK inh = 1%; Apoferritin bind = ?; Pol eta inh = -6%; APEX1 inh = -6%; Pol iota inh = 20%; BLM helicase inh = -1%; Pol beta inh = ?; Glioma ERSR ind = 0%
Profile of CC(C)c1ccc(C2(C)NC(=O)N(CC(=O)NCC3COc4ccccc4O3)C2=O)cc1 (centres undefined) = LDHA inh = -4; POLK inh = -9%; Apoferritin bind = ·; Pol eta inh = -27%; APEX1 inh = -9%; Pol iota inh = 14%; BLM helicase inh = ·; Pol beta inh = ·; Glioma ERSR ind = -2%

(more compounds)
Compound	LDHA inh	POLK inh	Apoferritin bind	Pol eta inh	APEX1 inh	Pol iota inh	BLM helicase inh	Pol beta inh	Glioma ERSR ind
Cc1ccc(NC(=O)CSc2nnc(COc3ccccc3F)n2N)cc1S(=O)(=O)N1CCOCC1	0	14%	·	-10%	·	25%	·	·	-4%
O=C(O)c1c(C(=O)N2N=C3/C(=C/c4ccccc4)CCCC3C2c2ccccc2)cccc1[N+](=O)[O-] (centres undefined)	-6	-5%	-15%	-3%	0%	128%[activator]	-1%	8%	2%
CC(=O)NC(Cc1ccc(C)cc1)C(=O)NC1CCN(C(=O)c2ccc([N+](=O)[O-])cc2)CC1 (centres undefined)	-5	-5%	1%	-4%	5%	-16%	4%	-19%	-4%
CCCCN(C)C(=O)Cn1cnc2sc(C)c(S(=O)(=O)N3CCC(C)CC3)c2c1=O	-2	-17%	-14%	4%	·	1%	3%	12%	-2%
CCN(CC)CCn1c(NCc2ccc(C)o2)nc2ccccc21	0	-2%	-14%	-16%	1%	27%	1%	1%	-3%
Cc1cc(-c2ccc(Cl)cc2Cl)c(C#N)c(=O)[nH]1	-2	-3%	-9%	18%	5%	28%	-5%	-1%	3%
COCCCn1c(=S)[nH]c2ccc(N3CCOCC3)cc2c1=O	3	-3%	134%[activator]	-19%	-7%	24%	-1%	?	1%
CN(C)CCNCCCOc1ccccc1-c1ccccc1	·	·	-7%	·	-1%	·	-9%	-27%	·
COc1ccc(Cc2nc3ccc(C(=O)NCCSC)cc3o2)cc1	-7	-10%	·	-11%	·	3%	·	·	7%
CCc1ccc2[nH]c(=O)c(C(c3nnnn3Cc3ccc(OC)cc3)N3CCOCC3)cc2c1 (centres undefined)	5	-14%	-8%	-6%	-4%	-12%[58.9 µM]	1%	21%	-4%
N#CC(C(=O)NC1CC1)c1nc2ccccc2nc1N1CCN(C/C=C/c2ccccc2)CC1 (centres undefined)	3	3%	-9%	-11%	5%	-5%	-1%	-8%	-4%
COc1cccc(-n2cc(C(=O)NCc3cccc(Cl)c3)c3ccccc3c2=O)c1	-6	-9%	?	-19%	·	21%	-5%	13%	2%
COc1cccc(CC(=O)OC(C)C(=O)NCc2ccc3c(c2)OCO3)c1 (centres undefined)	-7	0%	·	-17%	15%	22%	·	·	-4%
CC(C)c1[nH]nc2c1C(c1cccs1)C(C#N)=C(N)O2 (centres undefined)	-10	-8%	-8%	-13%	-2%	?	4%	-10%	2%
Clc1ccc(-c2nnc3n2CCCC3)cc1	-3	-7%	-8%	-11%	2%	0%	-1%	46%	-4%
On1nnc2ccc3ccccc3c21	2	5%	2%	-23%	-2%	22%	-10%	-10%	-1%
COCC(=O)N1CCC2(CC1)CCN(c1ccncc1)CC2	·	5%[60.1 µM]	·	·	1%	·	-8%	·	-3%
CCCCN(C(=O)c1cc2c(s1)CCC2)c1c(N)n(CCCC)c(=O)[nH]c1=O	-1	-1%	·	-1%	-16%	?	·	·	-1%
COc1ccc(NS(=O)(=O)c2cnc(N)nc2)cc1Cl	4	3%[60.1 µM]	-17%	-11%	·	3%	-2%	13%	2%
CC(=O)OCC(NC(=O)C(COCc1ccccc1)NC(=O)OC(C)(C)C)C1OC(n2ccc(=O)[nH]c2=O)C(OC(C)=O)C1OC(C)=O (centres undefined)	·	-2%	1%	·	-5%	-2%	0%	·	-5%

Further entries follow:
Compound	LDHA inh	POLK inh	Apoferritin bind	Pol eta inh	APEX1 inh	Pol iota inh	BLM helicase inh	Pol beta inh	Glioma ERSR ind
CO/N=C(\c1nonc1N)N1CCN(c2ccc([N+](=O)[O-])cc2Cl)CC1	-6	-20%	-19%	-9%	1%	16%	-7%	4%	-6%
CCOC(=O)c1c[nH]c2c(Cl)ccc(Cl)c2c1=O	-4	-7%	-13%	-6%	1%	1%	0%	-2%	0%
CCCOc1ccc(CNC(=O)c2ccc(-n3c(C)cc4c3CCC(C)C4)cc2)cc1 (centres undefined)	15	-20%	-20%	-5%	·	-17%	-11%	?	-1%
NS(=O)(=O)c1ccc(NNC(=O)c2ccc(F)cc2F)cc1	-7	-1%	-8%	-3%	0%	129%[activator]	-3%	5%	-3%
CCCCCCCCCCCCN1[C@@H](CC(=O)OC)c2cc(F)cc(F)c2S1(=O)=O	0	-7%	·	?	·	18%	·	·	-2%
CCOc1ccc(-c2cc(C(=O)NN=C3CCN(C)CC3)[nH]n2)cc1	-5	-13%	-15%	1%	-5%	48%[activator]	-1%	7%	7%
Nc1cc(C(F)(F)F)ccc1Nc1ccccc1	-1	-7%	?	-19%	-3%	-9%	-19%	2%	2%
O=C(COC(=O)CSc1ccc(Cl)cc1)Nc1ccccc1	-2	-7%	·	-10%	18%	0%	·	·	-3%
CC1=[N+](C)N(c2ccccc2)C(=O)C1N=Cc1c(Cl)cccc1Cl (centres undefined)	-15	-2%	-3%	-19%	-2%	16%	-13%	2%	-6%
CCOC(=O)c1sc(NC(=O)C2CC2)nc1C	-1	9%	-8%	-7%	11%	22%	2%	16%	4%
COc1ccc(C(=O)OCC(=O)c2ccc(Cl)s2)c(OC)c1OC	-3	-27%	·	-8%	0%	6%	·	·	1%
CCCCC1CC(=O)NC1(C(=O)OCC)C(=O)OCC (centres undefined)	-7	-16%	·	1%	·	86%[activator]	·	·	-5%
O=C(O)CN1C(=O)/C(=C/C=C/c2ccccc2)SC1=S	-6	-39%	-11%	-22%	-3%	?	-3%	-23%	2%
COc1ccccc1C(=O)Nc1c(C)n(C)n(-c2ccccc2)c1=O	-7	3%	-10%	-9%	1%	-4%	7%	-3%	1%
COC(=O)C1=C(N)Oc2cc(C)[nH]c(=O)c2C1c1cccnc1 (centres undefined)	-7	-7%	-5%	-5%	-5%	-6%	1%	-12%	-4%
O=C(NNC(=O)c1ccc2nonc2c1)Nc1ccc(Cl)cc1	-12	-1%	-12%	-16%	2%	42%[activator]	-4%	30%	-5%
N#C/C(=C\c1ccco1)C(=O)Nc1cccc2ncccc12	-2	-3%[60.1 µM]	-8%	-2%	0%	19%	0%	-12%	-4%
O=C(NCc1nc2ccccc2[nH]1)C1CCCCC1	1	12%	-4%	-8%	2%	10%	1%	-12%	-5%

Some of the compounds tested; the hit share may differ from the screen's.
